Peg3 promoter – Peg3 promoter activity inhibition; HeLa PEG-Prom luciferase reporter, luminescence, overnight; inhibition, % at 20 µM; actives 1.7% (n = 360,000); AID 588405;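 active means inhibition of at least 50% at 20 µM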
HIF-2a inh – inhibitors of HIF-2a. 786-0 RCC cells HIF-2a reporter, luciferase luminescence, overnight. inhibition, % at 18.8 µM. actives 0.72% (n = 360,000);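 active means inhibition of the luminescence signal of 40% or more relative to plate controls, in a single-dose primary screen at 18.75 µM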
NR2E3 ag-1 – agonists of human NR2E3 nuclear receptor | Q9Y5X4 | CHO-S Gal4-NCOR/VP16-NR2E3 two-hybrid, luciferase | inhibition of corepressor binding, % at 3.98 µM | actives 0.35% (n = 360,000) | AID 602229;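 active means inhibition above the mean of all tested compounds plus 3 SD, cut at about 70% in these data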;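 further: 0% = DMSO with NR2E3 transfected cells and 100% = cells lacking NR2E3 construct; higher means lower luciferase signal from less NR2E3 corepressor binding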
Target sequence (Q9Y5X4 whole entry, looked up, the tested form may be a part): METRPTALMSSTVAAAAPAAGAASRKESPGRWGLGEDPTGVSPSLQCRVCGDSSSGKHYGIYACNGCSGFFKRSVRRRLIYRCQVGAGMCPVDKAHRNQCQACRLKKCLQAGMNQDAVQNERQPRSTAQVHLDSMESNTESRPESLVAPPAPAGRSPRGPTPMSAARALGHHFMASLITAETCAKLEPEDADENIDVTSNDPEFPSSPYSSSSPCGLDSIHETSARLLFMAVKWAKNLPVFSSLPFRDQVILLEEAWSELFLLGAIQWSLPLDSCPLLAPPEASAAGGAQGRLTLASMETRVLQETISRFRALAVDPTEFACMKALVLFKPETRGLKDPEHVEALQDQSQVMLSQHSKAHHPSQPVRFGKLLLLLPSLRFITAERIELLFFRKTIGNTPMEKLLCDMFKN
Vif inh – HIV Vif inhibition; AID 602346; actives 0.35% (n = 340,000); HEK293T cells, Vif self-association by quenched fluorescence, imaging, 24 h; inhibition, % at 7.49 µM; in the data active means inhibition above about 50%, passing the limit was not always enough; inconclusive means no clear call, values can overlap the other calls; inactive means below about 31%; further: some results filed as inactive read as strong as hits
CaV13 FRET inh – Disruptors of the CACNA1D IQ motif to Ca2+-dependent inactivation inhibitor domain association, primary screening, Förster resonance energy transfer in intact living …; HEK cells, CFP/YFP FRET ICDI-IQ, plate reader, 10 min; percent FRET-ratio fall versus neutral wells; inhibition, % at 12.3 µM; actives 0.098% (n = 340,000); AID 743397;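 active means mean replicate inhibition of at least 30% and at least 1% of replicates passing that level; inconclusive means only one of the two criteria is met; inactive means neither criterion is met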;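 further: 0% = median of the neutral control wells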
Granule exo inh – lytic granule exocytosis inhibition | TALL-104 LAMP-1 surface exposure, flow cytometry; cells stimulated with thapsigargin and PMA | inhibition, % at 10 µM | actives 0.66% (n = 360,000) | AID 651702;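 active means inhibition above about 55%, limit read from the data; inconclusive means no clear call, values can overlap the other calls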
TRPM1 prom inh – reduces MITF-dependent TRPM1 promoter luciferase signal. SK-MEL-5 TRPM1 promoter luciferase, 24 h. inhibition, % at 12.5 µM. actives 0.83% (n = 330,000);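 active means mean inhibition across replicates of 60% or more, whatever share of single replicates reaches that level; inconclusive means some that reach 60%, reason not given; inactive means mean inhibition across replicates below 60%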; further: values of inactives mirror those of a sister screen read the other way
NR2E3 ag-2 – agonists of human nuclear receptor NR2E3 | inhibition of corepressor binding, % at 4.78 µM | AID 2300 | GST-NR2E3/biotin-RetCOR TR-FRET, 1536-well | actives 0.12% (n = 320,000) | Q9Y5X4;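 active means percent inhibition above the cutoff of mean plus 3 SD of all tested compounds, set per screening campaign, cut at about 20% in these data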;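 further: 0% = DMSO wells and 100% = biotin wells as full block of FRET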
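system = GST-tagged NR2E3 plus biotinylated RetCOR corepressor | input = 1.35 nM GST-NR2E3 | also added = 7 nM biotin-RetCOR | schedule = 5 h incubation at 4 °C | measured by = TR-FRET with europium anti-GST and streptavidin-D2, 340 nm excitation | read-out = percent loss of FRET ratio relative to control wells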
PDI turbidity – PDI (human) enzyme inhibition | inhibition, % at 10 µM | PDI insulin aggregation turbidity, A650, 90 min | P07237 | actives 0.052% (n = 350,000);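 active means mean inhibition across replicates of 30% or more, whatever share of single replicates reach that level; inconclusive means mean inhibition below 30% while every single replicate reaches 30%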;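 further: absorbance from insulin aggregation driven by PDI reduction with DTT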
Target sequence (P07237 whole entry, looked up): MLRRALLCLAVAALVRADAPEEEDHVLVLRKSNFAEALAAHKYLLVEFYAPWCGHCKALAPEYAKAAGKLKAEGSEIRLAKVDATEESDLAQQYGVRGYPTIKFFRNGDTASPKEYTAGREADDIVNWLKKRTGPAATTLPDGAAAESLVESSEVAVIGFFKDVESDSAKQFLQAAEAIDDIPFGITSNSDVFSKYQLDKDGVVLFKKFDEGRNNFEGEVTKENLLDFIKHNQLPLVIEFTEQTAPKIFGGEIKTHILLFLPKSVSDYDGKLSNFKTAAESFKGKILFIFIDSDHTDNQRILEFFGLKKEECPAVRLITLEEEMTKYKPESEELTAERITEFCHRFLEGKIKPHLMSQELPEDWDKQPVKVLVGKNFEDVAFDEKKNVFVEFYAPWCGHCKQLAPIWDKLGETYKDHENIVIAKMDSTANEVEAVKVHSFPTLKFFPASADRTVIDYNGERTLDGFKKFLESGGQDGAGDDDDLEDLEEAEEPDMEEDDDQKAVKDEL
iPSC survival up – hiPSC single-cell survival enhancement | ATPlite luminescence; 100% = ROCK inhibitor wells, 0% = DMSO | actives 0.044% (n = 360,000) | AID 602274 | survival enhancement, % at 20 µM; in the data active means survival enhancement above about 18%;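 further: cells exposed to compounds for 16 hours before the ATP read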
aDG glyco up – alpha-DG glycosylation activation | Pro5-aDG cells, alpha-DG glycosylation AlphaScreen (IIH6); 0% Pro5, 100% B10-LARGE cell signal | activation, % at 10 µM | actives 0.22% (n = 360,000) | AID 624168;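 active means activation of at least 8% versus controls, or a plate z-score of at least 8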;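 further: Pro5 are CHO cells carrying HIG-tagged alpha-DG that lacks glycosylation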
* hit, by the source's call; ? = inconclusive; nt = not tested or not shown.

SMILES	Peg3 promoter	HIF-2a inh	NR2E3 ag-1	Vif inh	CaV13 FRET inh	Granule exo inh	TRPM1 prom inh	NR2E3 ag-2	PDI turbidity	iPSC survival up	aDG glyco up
CC(=O)COc1ccc2c(-c3ccccc3)cc(=O)oc2c1	-64.0	-33.7	-6.1	8.7	-8.5	1.6	-12.5	3.2	-8.3	0.4	-0.5
CC(C)C[C@H]1CNC(=S)N1C[C@H]1CCCN1C[C@H](Cc1ccc(O)cc1)N1C[C@H](Cc2ccc(O)cc2)N(CCc2ccccc2)C1=S	93.7*	-21.8	-7.7	12.9	-3.9	46.3	nt	nt	nt	-1.1	1.0
COc1ccccc1N1CCN(S(=O)(=O)c2cc3[nH]c(=O)c(=O)[nH]c3cc2C)CC1	-10.2	4.7	-7.5	-1.2	-4.6	-3.5	0.8	1.4	4.2	0.1	0.0
COc1ccc(C2CC(c3ccc(F)cc3)=NN2c2ccccc2)cc1OC (configuration not stated)	-74.8	-173.7	-17.7	-3.4	-2.7	-1.5	-35.4	2.4	-1.1	-0.3	-0.1
COc1cccc(NC(=O)CN(C)C(=O)CCSc2ccc(C)cc2)c1	2.4	-10.1	-9.4	-0.8	-3.0	1.1	0.8	-2.5	-2.7	-0.4	0.8
O=C(CP(=O)(c1ccccc1)c1ccccc1)N/N=C/c1cc(Br)cc(Br)c1O	39.8	15.3	0.3	-9.1	-4.7	-3.8	13.9	0.9	-32.1	-1.7	0.3
CC(C)C12CN3CC(C(C)C)(CN(C1)C3(C)C)C2=O	7.6	21.3	-26.6	-3.4	4.7	0.5	6.0	-2.5	-2.2	-0.3	-0.4
Cc1cccc(C)c1NC(=O)NC1CC2CCC(C1)N2Cc1cccs1 (configuration not stated)	-9.0	-1.1	-11.7	9.9	-6.7	1.5	3.9	0.9	-1.0	-3.1	-0.1
Cc1ccc(NC(=O)C(C)N2C(=O)c3ccccc3C2=O)cc1C (configuration not stated)	9.7	18.1	-14.3	-7.5	-4.8	-2.9	-9.0	2.0	-7.7	-0.7	0.0
CCC(CC)NC(=O)COC(=O)c1ccc(OCc2ccc(C(C)=O)cc2OC)c(OC)c1	3.3	21.5	-10.4	1.7	-13.2	-5.3	2.4	2.7	-2.7	-0.6	-0.1
O=C(C[n+]1cccc(CNC(=O)c2ccc(OC(F)F)cc2)c1)Nc1ccccc1Cl	6.0	13.2	3.4	11.6	-17.7	-1.1	3.7	1.5	-3.8	0.1	0.3
Oc1cc2ccccc2cc1-c1nnc2n1-c1ccccc1SC2	29.0	24.9	3.6	2.9	nt	1.6	6.1	-2.2	-2.4	7.6	0.1
CC1CCN(Cc2nnnn2CCCC(=O)N(C)C2CCOC2)CC1 (configuration not stated)	7.0	2.9	-7.4	-3.4	-7.0	-1.5	7.9	-5.4	-10.2	-0.1	-0.1
CCOc1ccc(CC(=O)N2CCN=C2SC)cc1	-16.2	-15.4	-14.7	1.5	-6.7	1.0	-4.7	2.4	-0.2	0.5	-0.1
Nc1ccc(C(=O)O)cc1[N+](=O)[O-]	-3.4	26.1	-9.9	-0.5	-2.1	-3.7	12.2	3.4	-2.1	-0.5	-0.3
C/C(=N\NC(=O)CCCCCNC(=O)c1ccccc1)c1ccccc1O	-1.3	2.6	1.1	0.8	-13.7	1.4	-0.2	-3.0	-3.2	0.5	-0.1
CC(=O)NCCOC(=O)c1nn(Cc2ccccc2)c(=O)c2ccccc12	9.5	16.2	2.4	-8.4	-6.7	2.7	17.4	1.4	1.4	0.0	0.2
CC(=O)Nc1cc(-c2cccc(C(=O)NCCO)c2)cn2c(-c3ccc(F)c(Cl)c3)cnc12	29.1	-7.9	-33.5	-5.4	-6.8	-5.8	nt	nt	5.3	-0.9	-0.3
CCCCCCCCN1[C@@H](CC(=O)OCC)c2cc(F)ccc2S1(=O)=O	16.2	21.3	10.1	-2.2	-9.4	-4.3	1.2	-0.1	-1.2	-0.6	0.3
C/C(=N\Nc1ccc(S(=O)(=O)N2CCCCC2)cn1)c1ccc(O)cc1	16.8	25.3	5.7	6.4	-2.2	0.6	5.6	3.7	-20.4	-0.3	0.0
CC(=O)c1cc(CC=C(C)C)c(O)cc1O	11.7	14.1	-0.8	0.4	nt	-0.2	-17.4	-3.4	1.0	-3.2	-0.1
Cc1cc(-c2cccc([N+](=O)[O-])c2)nc2ccc3ccccc3c12	-76.1	-95.1	3.3	3.6	-8.7	-5.1	-54.7	5.5	-2.5	-2.5	0.1
O=C(COC(=O)c1cc(S(=O)(=O)N2CCOCC2)ccc1Cl)Nc1ccc(Cl)cn1	-7.0	-1.5	-14.9	-8.5	-6.1	7.1	nt	nt	-4.4	-1.3	0.0
Cc1cc(C)cc(N=Cc2c(O)c3ccccc3oc2=O)c1	-5.0	-20.3	2.2	12.7	-9.6	-0.5	10.4	2.2	6.2	-0.4	-0.1
COc1cc(/C=C2/C(=N)N3N=C(CC(=O)N4CCOCC4)SC3=NC2=O)ccc1OCc1ccccc1	-160.7	14.1	-102.1	-0.7	-3.0	-3.4	-13.7	-1.1	-1.8	-0.2	0.1

Carrying on.
SMILES	Peg3 promoter	HIF-2a inh	NR2E3 ag-1	Vif inh	CaV13 FRET inh	Granule exo inh	TRPM1 prom inh	NR2E3 ag-2	PDI turbidity	iPSC survival up	aDG glyco up
CCCN1C(=O)/C(=C/c2ccc(C)o2)SC1=Nc1ccc(OCC)cc1	23.9	3.6	15.5	?	-5.2	70.4*	7.9	0.4	-8.9	0.3	-0.4
Cc1cc(Cl)ccc1OCC(=O)NNC(=O)C1CCN(c2ncnc3sc(C)c(C)c23)CC1	35.3	7.8	-1.3	-1.4	-1.8	0.1	nt	1.9	0.4	1.6	0.5
O=C(Cc1ccccc1)NC(=S)Nc1ccc(N2CCCCC2)cc1	-10.2	-24.3	-11.9	-5.5	-2.9	0.5	2.1	4.7	-0.2	-0.8	-0.1
CC(=O)Nc1ccc(S(=O)(=O)N2CCSC2c2ccc(Cl)cc2)cc1 (configuration not stated)	15.3	28.7	15.1	-1.8	nt	0.3	-4.7	2.5	-6.3	4.3	0.0
CCCNC(=O)C(CC)NS(=O)(=O)c1ccc(OC)cc1 (configuration not stated)	-5.9	13.4	-17.7	-11.7	-3.7	4.5	8.2	3.6	-1.5	0.7	-0.2
Cc1cc(=O)nc2c3ccccc3n(CC(=O)NC3CCCCC3)n12	16.5	17.4	3.7	10.4	-2.8	-1.8	5.3	2.7	2.4	-0.3	-0.3
O=C1NN(c2ccccc2)C(=O)/C1=C\c1cccn1-c1ccc(Cl)c([N+](=O)[O-])c1	3.5	15.7	-36.1	32.1	-2.8	-3.4	22.0	-2.5	-0.6	1.2	0.4
Cc1cc(=O)[nH]c(S/C=C/c2ccccc2)n1	-115.2	-130.5	-100.6	nt	-6.6	-4.6	-26.5	-0.5	-0.1	-1.6	-0.1
CCCCn1nnnc1C(c1cc2ccccc2o1)N1CCCCC1 (configuration not stated)	nt	-13.3	-10.8	nt	-7.1	-2.0	nt	nt	nt	0.4	-0.2
CCN(CC)CCn1c2c(c(SCC(=O)Nc3cc(C)cc(C)c3)nc1=O)CCC2	6.8	7.8	8.0	-3.9	-4.3	3.1	-8.6	-0.2	8.8	-0.4	0.5
Cn1ccc2c(-c3ccccc3F)cc3c(c21)C1CCC3C1 (configuration not stated)	10.4	8.1	-1.7	nt	-9.9	-1.2	nt	nt	nt	1.7	-0.1
CCOC(=O)c1ccc(NC(=O)c2ccc(NC(=O)c3ccccc3)cc2)cc1	11.3	11.5	-5.2	6.9	-5.1	-2.9	-13.4	0.5	-13.6	-0.2	0.1
O=C(CCCC(=O)OCC(=O)c1cccs1)Nc1ccc(F)cc1	8.2	13.2	-16.4	3.0	5.1	4.8	3.6	3.5	0.4	3.2	0.1
CCc1c(C)nc(SCC(=O)N2C(C)CCCC2C)[nH]c1=O (configuration not stated)	1.8	-3.6	-10.7	-3.8	-6.8	-0.1	-7.3	-4.2	1.4	-1.0	-0.2
CC(Cc1cnccn1)NC(=O)c1cc(COc2ccc(F)cc2F)on1 (configuration not stated)	2.5	-22.8	-16.6	8.8	-1.5	0.5	1.6	2.9	-1.0	-0.4	0.0
O=C(O)CCC(=O)N1CCC(n2nnc3cc(C(F)(F)F)ccc32)CC1	5.7	13.3	3.3	0.8	-2.6	-4.1	2.0	4.2	-5.0	0.1	0.1
Cc1cc(NC(=O)c2cccs2)ncc1NC(=O)C(C)(C)C	-146.8	-79.6	-130.4	-3.7	6.3	0.0	-11.0	3.1	-1.3	-0.3	-0.2
CC(C)CCN1CC(C(=O)NCc2ccc(F)cc2)CC1=O (configuration not stated)	13.7	2.4	13.3	-1.5	-9.2	0.3	6.7	-3.8	-1.2	-1.4	0.0
CCOc1ccc(N(CC(=O)Nc2ccccc2Cl)S(C)(=O)=O)cc1	-7.8	-69.4	-21.2	-2.3	-6.0	0.5	-16.4	3.2	-2.0	0.8	0.0
O=C(C1=C[C@@H](C2CC2)C[C@@H](OCc2ccc(CO)cc2)O1)N1CCN(Cc2ccccc2)CC1	-12.8	-11.5	-5.4	13.7	-4.7	3.3	10.6	3.5	-45.9	-0.5	0.0
CC(=O)NCCC(=O)Nc1cc(F)ccc1C	1.1	10.5	-34.6	4.3	-5.2	-3.4	-2.9	2.5	-0.9	0.5	0.1
COc1cc(OC)cc(C(=O)NCc2n[nH]c(=S)n2-c2ccccc2)c1	-10.9	6.4	13.4	8.8	-4.1	-1.1	5.7	-1.1	-1.8	-0.3	0.1
Cc1ccc(-c2nc3ccc(Br)cn3c2Cc2ccsc2)cc1	-193.4	-238.4	-109.3	nt	-3.6	-4.4	nt	nt	nt	-1.9	0.3
CC(=O)OC1COC(N2CCc3ccccc32)C(OC(C)=O)C1OC(C)=O (configuration not stated)	11.7	-10.1	6.3	nt	-5.0	-0.9	14.7	1.1	-2.6	0.6	0.1
Cc1cc(C(=O)OCC(=O)NC2CCCCC2C)c2ccccc2n1 (configuration not stated)	3.0	-1.1	-1.2	-3.0	-2.6	-13.4	-3.4	nt	-4.2	0.0	0.3
COc1ccc(-c2cn3c(n2)CCC3)cc1	-217.4	-168.5	-79.8	-7.2	-3.9	3.5	-55.0	-2.5	6.1	-2.4	-0.1
COC(=O)c1cccc(N2CCCC2=O)c1	7.9	10.0	-0.3	9.2	-7.3	-4.4	-6.2	3.1	0.7	-0.6	-0.1

Whole records from above.
CCN(CC)CCn1c2c(c(SCC(=O)Nc3cc(C)cc(C)c3)nc1=O)CCC2 is listed as Peg3 promoter: 6.8; HIF-2a inh: 7.8; NR2E3 ag-1: 8.0; Vif inh: -3.9; CaV13 FRET inh: -4.3; Granule exo inh: 3.1; TRPM1 prom inh: -8.6; NR2E3 ag-2: -0.2; PDI turbidity: 8.8; iPSC survival up: -0.4; aDG glyco up: 0.5
CCOc1ccc(CC(=O)N2CCN=C2SC)cc1 is listed as Peg3 promoter: -16.2; HIF-2a inh: -15.4; NR2E3 ag-1: -14.7; Vif inh: 1.5; CaV13 FRET inh: -6.7; Granule exo inh: 1.0; TRPM1 prom inh: -4.7; NR2E3 ag-2: 2.4; PDI turbidity: -0.2; iPSC survival up: 0.5; aDG glyco up: -0.1
